Screens: PubChem, several laboratories
BoNT-F LC inh – BoNT/F light chain protease inhibitors, primary screen, biochemical, flow cytometry, MLPCN library. Botulinum neurotoxin type F light chain protease (Clostridium botulinum). AID 588497, 2011. actives 0.22% (n = 360,000). inhibition, % at 10 µM. Multiplex microsphere protease cleavage assay; in the data active = inhibition above about 35%, passing the limit was not always enough; inconclusive = no clear call, values can overlap the other calls; also: plate controls were buffer without enzyme for full effect and enzyme alone for no effect
GDH-TPI inh – GDH-TPI coupling enzyme inhibitors, primary screen, artefact control for M. tuberculosis FBA inhibitor project, biochemical, absorbance, full deck | GDH-TPI coupled enzyme counterscreen, NADH absorbance | inhibition, % at 4.8 µM | actives 1.2% (n = 360,000) | AID 588335, 2011;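 also: 0% = DMSO wells and 100% = wells lacking the enzyme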
BoNT-A LC inh2 – BoNT/A light chain protease inhibitors, primary screen, biochemical, flow cytometry, MLPCN library. multiplex microsphere protease substrate cleavage. inhibition, % at 10 µM. actives 0.17% (n = 360,000). AID 588499, 2011; in the data active = inhibition above about 30%; inconclusive = no clear call, values can overlap the other calls; also: plate controls were buffer without enzyme for full effect and enzyme alone for no effect
PrPC TRFRET – inhibitors of human cell surface prion protein PrPC, primary screen, cell-based, TR-FRET. TR-FRET read-out. inhibition, % at 13.8 µM. actives 0.43% (n = 370,000). AID 720596, 2013; in the data active = inhibition above about 24%; also: 0% = median of the test wells and 100% = reference compound wells
Mtb FBA inh – Mtb FBA enzyme inhibitors, primary screen, biochemical, fluorescence, strain H37Rv | Fructose-bisphosphate aldolase (Mycobacterium tuberculosis (strain ATCC 25618 / H37Rv)), … | purified M. tuberculosis FBA, fluorescence read-out | inhibition, % at 1 µM | actives 2.3% (n = 360,000) | AID 588726, 2011; in the data active = inhibition above about 27%;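 also: 0% = vehicle and 100% = reference inhibitor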
Target sequence (P9WQA3 whole entry, looked up): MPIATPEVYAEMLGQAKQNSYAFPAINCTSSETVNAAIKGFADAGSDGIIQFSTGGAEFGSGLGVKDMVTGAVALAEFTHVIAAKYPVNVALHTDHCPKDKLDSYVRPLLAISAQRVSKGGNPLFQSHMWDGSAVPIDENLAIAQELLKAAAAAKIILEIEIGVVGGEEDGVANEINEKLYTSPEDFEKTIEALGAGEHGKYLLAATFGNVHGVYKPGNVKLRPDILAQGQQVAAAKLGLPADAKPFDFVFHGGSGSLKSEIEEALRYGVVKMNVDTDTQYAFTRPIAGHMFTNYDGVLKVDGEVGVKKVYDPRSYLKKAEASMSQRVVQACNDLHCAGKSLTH
FadD28 FP inh – inhibitors of FadD28 bisubstrate probe binding, primary screen, biochemical, fluorescence polarization, single point; Mycobacterium tuberculosis FadD28 fatty-acid-AMP ligase; inhibition, % at 12.5 µM; actives 0.22% (n = 360,000); AID 588549, 2011; in the data active = inhibition above about 8.5%, passing the limit was not always enough; inconclusive = no clear call, values can overlap the other calls
CCHF vOTU inh – CCHFV vOTU protease inhibitors, primary screen, biochemical, Pep-AMC substrate, fluorescence. Crimean-Congo hemorrhagic fever virus L polyprotein viral ovarian tumor (vOTU) protease …. inhibition, % at 11.5 µM. actives 0.55% (n = 370,000); also: 0% = vehicle wells with enzyme and 100% = no enzyme wells
UGM FP inh – M. tuberculosis UGM enzyme inhibitors, primary screen, biochemical, fluorescence polarization, single point; UDP-galactopyranose mutase (Mycobacterium tuberculosis (strain ATCC 25618 / H37Rv)), …; purified UGM, fluorescence polarization probe displacement; inhibition, % at 10 µM; actives 0.06% (n = 320,000); in the data active = inhibition above about 10%, passing the limit was not always enough; inconclusive = no clear call, values can overlap the other calls
Target sequence (P9WIQ1 whole entry, looked up): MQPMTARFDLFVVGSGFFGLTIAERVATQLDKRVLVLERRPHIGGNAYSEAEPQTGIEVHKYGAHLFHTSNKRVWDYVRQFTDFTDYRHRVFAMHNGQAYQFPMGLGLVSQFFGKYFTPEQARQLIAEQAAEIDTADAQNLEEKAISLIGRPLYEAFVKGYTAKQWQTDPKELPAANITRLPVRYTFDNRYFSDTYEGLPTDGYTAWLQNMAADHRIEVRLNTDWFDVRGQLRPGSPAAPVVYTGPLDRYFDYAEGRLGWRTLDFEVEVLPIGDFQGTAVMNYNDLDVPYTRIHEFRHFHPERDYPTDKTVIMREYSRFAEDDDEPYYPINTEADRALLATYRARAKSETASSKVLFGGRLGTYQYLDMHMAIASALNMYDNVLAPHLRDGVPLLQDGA
BioA inh – M. tuberculosis BioA enzyme inhibitors, primary screen, biochemical, plate reader, single point, HTS; purified M. tuberculosis BioA enzyme; AID 602481, 2012; actives 0.096% (n = 360,000); 7,8-diaminopelargonic acid synthase BioA (Mycobacterium tuberculosis); inhibition, % at 9.99 µM; in the data active = inhibition above about 40%; inconclusive = no clear call, values can overlap the other calls
The depositor's hits bear a star. Rule as the data show it, unless noted: active = inhibition above about 30%; inactive = the rest. This is a random part of the collection; 4.8% or so of the library scored in one or more.

For Cc1ccc(C(NC(=O)c2cccc(S(=O)(=O)N3CCN(C)CC3)c2)c2ccccc2)cc1 (stereo not drawn) the results were BoNT-F LC inh -14, GDH-TPI inh 1, BoNT-A LC inh2 -0.8, PrPC TRFRET -1, Mtb FBA inh 1, FadD28 FP inh 0.0, CCHF vOTU inh 5, UGM FP inh 0.8 and BioA inh 0.1.
`Cc1cc(=O)n2nc(N3CCCC(C(=O)N4CCN(c5ccccc5)CC4)C3)sc2n1` (stereo not drawn) gave BoNT-F LC inh 0, GDH-TPI inh -1, BoNT-A LC inh2 0.2, PrPC TRFRET 4, Mtb FBA inh 1, FadD28 FP inh -4.2, CCHF vOTU inh 14, UGM FP inh 0.9 and BioA inh -0.5.
Screening Cc1ccc(NC(=O)CN(C)C(=O)COc2ccccc2-c2ccccc2)cc1 returned BoNT-F LC inh -12, GDH-TPI inh 7, BoNT-A LC inh2 -0.8, PrPC TRFRET 3, Mtb FBA inh 0, FadD28 FP inh -0.6, CCHF vOTU inh -2, UGM FP inh 2.5 and BioA inh -1.8.
Screening O=S1(=O)CC(N2CCCC2)CN1Cc1cn(Cc2cccc(Cl)c2)nn1 (stereo not drawn) returned BoNT-F LC inh 0, BoNT-A LC inh2 1.0, PrPC TRFRET 0 and CCHF vOTU inh -12.
O=C(c1c(Cl)nc2sccn12)N(C(=O)c1c(Cl)nc2sccn12)c1ccc(Cl)cn1 was read as BoNT-F LC inh -2, GDH-TPI inh 19, BoNT-A LC inh2 0.2, PrPC TRFRET 6, Mtb FBA inh 3, FadD28 FP inh -2.2, CCHF vOTU inh 5, UGM FP inh -2.6 and BioA inh 3.2.
For Cc1ccc2c(C(=O)CN3CCN(c4ccccc4)CC3)c(C)[nH]c2c1 the results were BoNT-F LC inh -3, GDH-TPI inh 14, BoNT-A LC inh2 -0.1, PrPC TRFRET 6, Mtb FBA inh 2, FadD28 FP inh -1.9, CCHF vOTU inh 16, UGM FP inh -1.4 and BioA inh 2.4.
O=C(CNC(=O)c1ccco1)OCc1cccc(Cl)c1 was read as BoNT-F LC inh -6, GDH-TPI inh 3, BoNT-A LC inh2 0.5, PrPC TRFRET -7, Mtb FBA inh -4, FadD28 FP inh -2.3, CCHF vOTU inh -14 and UGM FP inh -0.6.
Screening N#CCc1cc2ccc3cccc4ccc(c1)c2c34 returned BoNT-F LC inh -10, GDH-TPI inh 22, BoNT-A LC inh2 -1.0, PrPC TRFRET 6, Mtb FBA inh 8, FadD28 FP inh -1.6, CCHF vOTU inh -37 and UGM FP inh 3.2.
For Cc1ccc(CS(=O)(=O)CCC(=O)NCCN2CCCCC2C)cc1 (stereo not drawn) the results were BoNT-F LC inh -12, GDH-TPI inh 14, BoNT-A LC inh2 0.2, PrPC TRFRET 0, Mtb FBA inh 0, FadD28 FP inh -2.3, CCHF vOTU inh 2 and UGM FP inh 0.8.
Screening CCN(CC)S(=O)(=O)c1cccc(-c2nn(-c3ccccc3)cc2/C=C(\C#N)C(=O)NCc2ccco2)c1 returned BoNT-F LC inh 2, GDH-TPI inh 3, BoNT-A LC inh2 -1.1, PrPC TRFRET -6, Mtb FBA inh -2, FadD28 FP inh -2.0, CCHF vOTU inh -21, UGM FP inh 1.5 and BioA inh -2.7.
For O=C(O)c1cccc(NS(=O)(=O)/C=C/c2ccccc2)c1 the results were BoNT-F LC inh 0, GDH-TPI inh -13, BoNT-A LC inh2 1.7, PrPC TRFRET -4, Mtb FBA inh 0, FadD28 FP inh -3.2, CCHF vOTU inh -6, UGM FP inh -0.5 and BioA inh 0.2.
`C/C(=N/NC(=O)CNC(=O)c1cccnc1)c1ccccc1` gave BoNT-F LC inh 1, GDH-TPI inh 8, BoNT-A LC inh2 -0.1, PrPC TRFRET 4, Mtb FBA inh 4, FadD28 FP inh -0.4, CCHF vOTU inh -1, UGM FP inh 1.4 and BioA inh -0.7.
`CC(C)(C)CN1C(N)=NC[C@H]1Cc1ccc(O)cc1` gave BoNT-F LC inh -4, GDH-TPI inh -2, BoNT-A LC inh2 0.5, PrPC TRFRET -5, Mtb FBA inh 1, FadD28 FP inh -3.4, CCHF vOTU inh 3, UGM FP inh -2.0 and BioA inh -1.3.
`CCOC(=O)N1CCC(N2CCN(S(=O)(=O)c3ccc(Cl)cc3)CC2)CC1` gave BoNT-F LC inh 3, GDH-TPI inh 2, BoNT-A LC inh2 inconclusive, PrPC TRFRET -2, Mtb FBA inh 0, FadD28 FP inh -2.7, CCHF vOTU inh 1, UGM FP inh -2.0 and BioA inh -0.7.
`O=C(/C=C/c1ccccc1)Nc1ccc(NC(=O)c2cccs2)cc1` gave BoNT-F LC inh inconclusive, GDH-TPI inh 35*, BoNT-A LC inh2 0.2, PrPC TRFRET 1, Mtb FBA inh -3, FadD28 FP inh -1.5, CCHF vOTU inh 14, UGM FP inh 4.4 and BioA inh 0.1.
CN(CC(=O)Nc1c(Cl)cccc1Cl)C(=O)c1sccc1-c1ccccc1 was read as BoNT-F LC inh 1, GDH-TPI inh -1, BoNT-A LC inh2 1.4, PrPC TRFRET 7, Mtb FBA inh -1, FadD28 FP inh -3.7, CCHF vOTU inh 0 and UGM FP inh 0.6.
Screening CC(=O)Nc1ccc(S(=O)(=O)Oc2cccc(/C=N/N=C3/NC(=O)C(CC(=O)O)S3)c2)cc1 (stereo not drawn) returned BoNT-F LC inh -5, GDH-TPI inh 25, BoNT-A LC inh2 -2.8, PrPC TRFRET 4, Mtb FBA inh -1, FadD28 FP inh -11, CCHF vOTU inh 0 and UGM FP inh 0.4.
`S=C(NCCc1cccc(Cl)c1)NC1CCCCC1` gave BoNT-F LC inh -2, GDH-TPI inh 9, BoNT-A LC inh2 -0.7, PrPC TRFRET 6, Mtb FBA inh 2, FadD28 FP inh 0.1, CCHF vOTU inh 4, UGM FP inh -3.2 and BioA inh -2.6.
Screening CCC(C)NC(=O)Nc1ccccc1F (stereo not drawn) returned BoNT-F LC inh 3, GDH-TPI inh 2, BoNT-A LC inh2 -0.4, PrPC TRFRET 4, Mtb FBA inh -1, FadD28 FP inh -2.2, CCHF vOTU inh 3 and UGM FP inh 1.2.
`O=[N+]([O-])c1cccc(CN2CCN(Cc3ccc(Cl)cc3)CC2)c1` gave BoNT-F LC inh 2, GDH-TPI inh -5, BoNT-A LC inh2 -0.9, PrPC TRFRET -1, Mtb FBA inh 0, FadD28 FP inh -0.2, CCHF vOTU inh 10, UGM FP inh -3.1 and BioA inh 2.9.
`N#C/C(=C\c1ccc[nH]1)C(=O)Nc1ccccc1Cl` gave BoNT-F LC inh 0, GDH-TPI inh 13, BoNT-A LC inh2 0.3, PrPC TRFRET -4, Mtb FBA inh 3, FadD28 FP inh -0.2, CCHF vOTU inh 4, UGM FP inh -1.5 and BioA inh -4.3.
CCC(=O)N1CCc2cc(Br)cc(S(=O)(=O)N3CCCC(C(=O)O)C3)c21 (stereo not drawn) was read as BoNT-F LC inh 2, GDH-TPI inh 1, BoNT-A LC inh2 0.8, PrPC TRFRET 7, Mtb FBA inh -4, FadD28 FP inh -4.0, CCHF vOTU inh 2, UGM FP inh 5.1 and BioA inh -0.8.
For COc1ccc(C(CNC(=O)c2ccc(S(=O)(=O)N(C)C)cc2)N2CCCCC2)cc1 (stereo not drawn) the results were BoNT-F LC inh -3, GDH-TPI inh 3, BoNT-A LC inh2 -1.1, PrPC TRFRET -9, Mtb FBA inh -1, FadD28 FP inh 0.7, CCHF vOTU inh 7 and UGM FP inh -2.5.
Screening O=C(Cn1c(=O)oc2ccccc21)NCCc1ccccc1Cl returned BoNT-F LC inh 1, GDH-TPI inh 0, BoNT-A LC inh2 -0.2, PrPC TRFRET -4, Mtb FBA inh -1, FadD28 FP inh -3.4, CCHF vOTU inh 11 and UGM FP inh -1.0.
Cc1ccc(N2CC(C(=O)N3CCc4ccccc4C3)CC2=O)cc1 (stereo not drawn) was read as BoNT-F LC inh 4, GDH-TPI inh -3, BoNT-A LC inh2 -0.8, PrPC TRFRET 0, Mtb FBA inh -2, FadD28 FP inh -1.9, CCHF vOTU inh -6, UGM FP inh -3.2 and BioA inh 7.2.
O=C(/C=C/c1ccccc1)NC(NC(=S)Nc1ccc(C(=O)O)cc1)C(Cl)(Cl)Cl (stereo not drawn) was read as BoNT-F LC inh 1, GDH-TPI inh -1, BoNT-A LC inh2 1.0, PrPC TRFRET -1, Mtb FBA inh 1, FadD28 FP inh -4.7, CCHF vOTU inh -1 and UGM FP inh -4.2.
For Cc1ccc(C(=O)COC(=O)CCCC(=O)NC2CCCCC2)cc1[N+](=O)[O-] the results were BoNT-F LC inh -11, GDH-TPI inh -3, BoNT-A LC inh2 -2.6, PrPC TRFRET -5, Mtb FBA inh 1, FadD28 FP inh 0.5, CCHF vOTU inh -5, UGM FP inh 1.3 and BioA inh 0.3.
Screening O=c1[nH]c2ccccc2cc1CN(Cc1cccnc1)S(=O)(=O)c1ccc(Cl)cc1 returned BoNT-F LC inh 3, GDH-TPI inh 16, BoNT-A LC inh2 1.5, PrPC TRFRET -1, Mtb FBA inh 4, FadD28 FP inh -1.5, CCHF vOTU inh 9, UGM FP inh 0.9 and BioA inh 4.4.
COc1ccc(NC(=O)c2cccc(F)c2)cc1Cl was read as BoNT-F LC inh -1, GDH-TPI inh 10, BoNT-A LC inh2 -1.0, PrPC TRFRET -5, Mtb FBA inh 0, FadD28 FP inh -2.5, CCHF vOTU inh -12, UGM FP inh 0.5 and BioA inh 2.8.
Screening COc1ccc(S(=O)(=O)NCCC(=O)OCC(=O)NC2CC2)cc1 returned BoNT-F LC inh -4, GDH-TPI inh 7, BoNT-A LC inh2 0.1, PrPC TRFRET -6, Mtb FBA inh 3, FadD28 FP inh -0.7, CCHF vOTU inh 15, UGM FP inh 1.7 and BioA inh -0.7.
For O=C1c2ccccc2C(=O)N1Cc1ccco1 the results were BoNT-F LC inh -3, GDH-TPI inh -3, BoNT-A LC inh2 0.4, PrPC TRFRET 0, Mtb FBA inh 3, FadD28 FP inh -2.1, CCHF vOTU inh 11, UGM FP inh 1.8 and BioA inh -0.2.
COc1cc2c3c(c1)C(C)CC(C)(C)N3C(=O)C2=O (stereo not drawn) was read as BoNT-F LC inh -2, GDH-TPI inh 1, BoNT-A LC inh2 -0.6, PrPC TRFRET -22, Mtb FBA inh 0, FadD28 FP inh 0.1, CCHF vOTU inh 23, UGM FP inh -0.1 and BioA inh 0.6.
CCOC(=O)c1cnc2cc(F)c(F)cc2c1N1CCOCC1 was read as BoNT-F LC inh 34, GDH-TPI inh 1, BoNT-A LC inh2 -2.4, PrPC TRFRET 3, Mtb FBA inh 0, FadD28 FP inh -1.8, CCHF vOTU inh 8, UGM FP inh 0.1 and BioA inh 0.3.
For Cc1ccc(Cl)cc1N1CCN(C(=O)CSc2ccsc2[N+](=O)[O-])CC1 the results were BoNT-F LC inh -8, GDH-TPI inh 6, BoNT-A LC inh2 0.3, PrPC TRFRET 0, Mtb FBA inh 0, FadD28 FP inh -4.2, CCHF vOTU inh 12 and BioA inh 0.2.

2 compounds picked at random from the list so far, as already listed:
COc1cc2c3c(c1)C(C)CC(C)(C)N3C(=O)C2=O (stereo not drawn) was read as BoNT-F LC inh -2, GDH-TPI inh 1, BoNT-A LC inh2 -0.6, PrPC TRFRET -22, Mtb FBA inh 0, FadD28 FP inh 0.1, CCHF vOTU inh 23, UGM FP inh -0.1 and BioA inh 0.6.
Screening COc1ccc(S(=O)(=O)NCCC(=O)OCC(=O)NC2CC2)cc1 returned BoNT-F LC inh -4, GDH-TPI inh 7, BoNT-A LC inh2 0.1, PrPC TRFRET -6, Mtb FBA inh 3, FadD28 FP inh -0.7, CCHF vOTU inh 15, UGM FP inh 1.7 and BioA inh -0.7.
